# High-throughput results (PubChem)
# GAA glycogen mod: qHTS Assay for Inhibitors and Activators of Human alpha-Glucosidase Cleavage of Glycogen | recombinant GAA, glycogen substrate, Amplex Red glucose oxidase fluorescence | Potency, µM (highest dose often 76.4 µM), inactives show at the top dose activity change, negative = inhibition, most hits filed as inhibitors | 300,000 compounds, 0.38% hits | AID 2100, 2009; active = well fitted inhibition curve with a large enough effect; inconclusive = small, poorly fitted or top-dose-only effect, or another doubt; inactive = no such curve, though single readings can be large or run the other way;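 note: 0% = full enzyme reaction and -100% = no-enzyme basal signal; the screen sought inhibitors and activators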
#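 Natural-substrate format: glycogen cleavage by 4 nM human enzyme, glucose read by Amplex Red coupling (Ex 573, Em 610 nm). Normalized to enzyme and no-enzyme controls.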
# An asterisk follows results filed as active; ? = inconclusive; & = joins results of further samples; [ ] = remark or other dose. Potency is the fitted concentration of half-maximal effect.
SMILES,GAA glycogen mod
O=C(Nc1ccc(Br)cc1)c1cccc(N2C(=O)C3C4C=CC(C4)C3C2=O)c1 (centres undefined),1.4%[76.3 µM]
COC(=O)C1=C(C)N(Cc2ccccc2)C(=NCCCCO)N[C@H]1c1ccccc1,13.7%&-2.6%[76.3 µM]
O=C(OCc1ccc(Cl)c(Cl)c1)c1cccnc1Cl,-0.2%
CC(C)C[C@H]1CN=C(Nc2ccccc2)N1CCC1CCCC1,-3.2%[76.3 µM]
CCn1cc([N+](=O)[O-])c(C(=O)N2CCCc3ccccc32)n1,-11.6%[76.3 µM]
COc1ccc(-c2noc(C3CCCN(C(=O)c4ccccc4C)C3)n2)cc1 (centres undefined),5.5%[76.3 µM]
COCCC1CCCCN1C(=O)c1ccc(OC2CCN(C(C)=O)CC2)c(OC)c1 (centres undefined),-0.5%[76.3 µM]
Cc1cc(=O)oc2c3c(cc(OCC(=O)NCc4ccco4)c12)OC(C)(C)CC3,-18.3%[76.3 µM]
CCOc1ccc(Cl)cc1S(=O)(=O)N1CCC(C(=O)NCc2ccccn2)CC1,-1.8%[76.3 µM]
Cc1ccc(NC(=O)c2ccc3c(c2)N(CC(=O)NC(C)C)C(=O)C(C)(C)O3)cc1,-3.7%[76.3 µM]
CCC(=O)c1ccc(OCC(=O)Nc2ccccc2N2CCCCC2)cc1,-4.2%[76.3 µM]
CC(=O)NC1C(OC(=O)/C=C/c2ccccc2)OC(COC(C)=O)C(OC(C)=O)C1OC(C)=O (centres undefined),-14.5%[76.3 µM]
COc1cc(OC)cc(C(=O)OCC(=O)NCCCc2ccccc2)c1,0.3%
COc1cc(C(=O)NCCOC(=O)c2cccc(N(C)C)c2)cc(OC)c1OC,-14.3%
Cc1ccc(C(=O)NCCCNC(=O)c2ccccc2F)cn1,-2.5%[76.3 µM]

# Reprinted at random: 2 entries already listed, in no set order.
SMILES,GAA glycogen mod
CC(=O)NC1C(OC(=O)/C=C/c2ccccc2)OC(COC(C)=O)C(OC(C)=O)C1OC(C)=O (centres undefined),-14.5%[76.3 µM]
O=C(Nc1ccc(Br)cc1)c1cccc(N2C(=O)C3C4C=CC(C4)C3C2=O)c1 (centres undefined),1.4%[76.3 µM]

# The main list resumes; the five compounds before the break are reprinted first.
SMILES,GAA glycogen mod
CCC(=O)c1ccc(OCC(=O)Nc2ccccc2N2CCCCC2)cc1,-4.2%[76.3 µM]
CC(=O)NC1C(OC(=O)/C=C/c2ccccc2)OC(COC(C)=O)C(OC(C)=O)C1OC(C)=O (centres undefined),-14.5%[76.3 µM]
COc1cc(OC)cc(C(=O)OCC(=O)NCCCc2ccccc2)c1,0.3%
COc1cc(C(=O)NCCOC(=O)c2cccc(N(C)C)c2)cc(OC)c1OC,-14.3%
Cc1ccc(C(=O)NCCCNC(=O)c2ccccc2F)cn1,-2.5%[76.3 µM]
O=C(Cc1ccc(F)cc1)N1CCC(CC2CC(c3ccc(Cl)cc3)=NO2)(C(=O)NCC2CCCCC2)CC1 (centres undefined),-9.1%[76.3 µM]
Cc1ccc(NC(=O)CN2CCc3cc4c(cc3C2)OCCCO4)cc1C,2.2%[76.3 µM]
COc1ccc(C(C(=O)NCC2CCCO2)N(C(=O)CNC(=O)c2ccco2)c2cc(C)cc(C)c2)cc1OC (centres undefined),2.5%
CCCC(=O)O/N=C(\c1ccccc1)c1ccncc1,-1.5%
O=C1NC2(CCCCCC2)C(=O)N1Cc1c(F)cccc1Cl,-0.7%
CCN1CCN(c2cc(C)c3cc(NC(=O)CCC(=O)Nc4ccc(OC)c(OC)c4)ccc3n2)CC1,4.2%
COc1ccccc1OCCCC(=O)Nc1nnc(C2CCCO2)s1 (centres undefined),-3.8%[76.3 µM]
Cc1cc(C)n(S(=O)(=O)c2ccc(Cl)cc2)n1,-1.0%[76.3 µM]
CN(C)CC(C)(C)CNCc1cc(=O)oc2ccc3ccccc3c12,-6.9%[76.3 µM]
COc1ccccc1CNC(=O)CCNS(=O)(=O)c1cccc2nonc12,6.3%[76.3 µM]
COc1ccc(-n2ncc3c(=O)n(CC(=O)NC(C)C)cnc32)cc1,0.4%[76.3 µM]
O=C(NC(Cc1ccccc1)C(=O)N1CCCCCC1)c1ccccc1 (centres undefined),-10.5%[76.3 µM]
Cc1ccccc1-n1cc(CNC(=O)C2CCC(=O)N(C3CC3)C2)cn1 (centres undefined),-0.1%[76.3 µM]
COc1cccc(C=Nc2ccc3c(c2)CCC3)c1O,-6.6%
NC(=O)CC(NC(=O)Cc1cccc2ccccc12)c1ccc(NC2CC3CCC2C3)c([N+](=O)[O-])c1 (centres undefined),22.4%[76.3 µM]

# As entered above.
# O=C1NC2(CCCCCC2)C(=O)N1Cc1c(F)cccc1Cl in GAA glycogen mod: -0.7%
# CCCC(=O)O/N=C(\c1ccccc1)c1ccncc1 in GAA glycogen mod: -1.5%

# Further results.
SMILES,GAA glycogen mod
COc1cccc(CN2CCN(Cc3ccccc3C(F)(F)F)CC2)c1,-7.3%[76.3 µM]
O=C(CN1C(=O)NC2(CCCC2)C1=O)Nc1cccc(C(F)(F)F)c1,4.3%[76.3 µM]
CCCCN(C)CCNC(=O)c1cc2c(-c3cccc(OC)c3)nn(C)c2s1,0.0%
CS(=O)(=O)c1cccc(C(=O)Nc2ccccc2Cc2ccccc2)c1,0.8%[76.3 µM]
Cc1ccc(C(=O)O)cc1NC(=S)NC(=O)c1ccc(COc2ccccc2)cc1,-7.4%[76.3 µM]
COC(=O)CCC(=O)NC1CC(C)(C)Cc2c1cnn2-c1ccc(F)cc1 (centres undefined),-1.2%[76.3 µM]
O=C(Nc1cccnc1)Nc1cccc(F)c1,-5.2%[76.3 µM]
COc1ccc(/C=C/C(=O)NC(=S)N2CCOCC2)cc1,-19.6%[76.3 µM]
CCCC(=O)N(CCN1CCOCC1)c1nc2c(C)cccc2s1,-0.9%[76.3 µM]
CN(C)CCNC(=O)c1nn(C)c2c1CCc1ccccc1-2,3.5%
CC(CN1CCN(Cc2ccccc2)CC1)c1ccccc1 (centres undefined),-2.0%[76.3 µM]
Cc1ccc(C(=O)Nc2ccccc2C(=O)N2CCCC(C)C2)cc1 (centres undefined),0.9%[76.3 µM]
O=C(C1CCC(=O)N(C2CCCC2)C1)N1CCN(c2ccc(Cl)cc2)CC1 (centres undefined),-3.4%[76.3 µM]
CCCn1cc(CN2CCc3ccc(NC(=O)C4CCCO4)cc3C2)c(C)n1 (centres undefined),-1.4%[76.3 µM]
COc1ccc(C(=O)N/C(=C/c2ccco2)C(=O)NCc2ccco2)cc1,0.4%[76.3 µM]
CCOc1ccc(N(C)c2ccc(/C=C3/SC(=S)NC3=O)cc2)cc1,11.3%[76.3 µM]
O=C(Nc1ccc(F)cc1)c1cc(S(=O)(=O)N2CCOCC2)cs1,0.6%[76.3 µM]
Cc1occc1C(=O)Nc1cccc(Cl)c1Cl,0.1%[76.3 µM]
Cc1ccccc1OC(C)C(=O)Nc1ccc(S(=O)(=O)N2CCCC2)cc1 (centres undefined),0.8%[76.3 µM]
O=C(CN1CCOCC1)Nc1ccc(Cl)cc1,-3.5%[76.3 µM]
O=C(COc1ccccc1Cl)Nc1ccc(N2CCN(C(=O)c3ccccc3)CC2)cc1,-5.0%[76.3 µM]
O=C(c1ccc(Br)c([N+](=O)[O-])c1)N1CCN(Cc2ccccc2)CC1,-9.5%[76.3 µM]
CCC(C)[C@H](NC(=O)N1CCn2c1nc1ccccc12)C(=O)NCCc1ccccc1 (some centres undefined),-6.2%[76.3 µM]
Cc1ccc(O)c(/C=N/NC(=O)Cc2ccc(Cl)cc2)c1,-12.8%[76.3 µM]
COc1ccccc1CNC(=O)c1ccc2c(=O)n(CC3CCCO3)c(=S)[nH]c2c1 (centres undefined),5.7%[76.3 µM]
COc1ccc(CNC(=O)C(c2cccc(C)c2)N(C(=O)c2csnn2)C2CC2)cc1 (centres undefined),6.4%
O=C(O)c1ccc(NS(=O)(=O)c2cccc(S(=O)(=O)c3ccc(Cl)c(Cl)c3)c2)cc1,1.0%
CC1C(=O)OC2C1CCC1(C)CCC(=O)C(C)C21 (centres undefined),9.7%
O=c1ccc2cc3c(-c4ccccc4)coc3cc2o1,-5.7%
O=C(NCc1cccnc1)C1CC(c2cccc(Br)c2)=NO1 (centres undefined),4.5%[76.3 µM]
CC(=O)c1ccc(C(=O)NC2CC(C)(C)Cc3c2cnn3-c2ccccc2)cc1 (centres undefined),-11.2%[76.3 µM]
CN(CCC1CCOCC1)C(=O)c1cc(COc2c(F)cccc2F)on1,-2.5%[76.3 µM]
COc1ccc(-c2c(C)nc(N)nc2-c2ccc(OC)cc2O)cc1,7.9%
CC(NC(=O)C12CC3CC(CC(C3)C1)C2)c1ccc(F)cc1 (centres undefined),4.2%
O=C(c1ccc(NC2=NC3CS(=O)(=O)CC3S2)cc1)N(CCO)Cc1ccccc1 (centres undefined),0.9%[76.3 µM]
CSc1ccc(/C=C(/NC(=O)c2ccccc2)C(=O)NCCN2CCOCC2)cc1,2.4%[76.3 µM]
COc1ccc(C(=O)NC2CCCc3ccccc32)cc1[N+](=O)[O-] (centres undefined),-1.2%[76.3 µM]
CN(C)N1C(N)=C(C#N)C(c2ccc(F)cc2)C2=C1CC(C)(C)CC2=O (centres undefined),-8.0%
O=C(CCNS(=O)(=O)c1ccccc1)N1CCN(c2ccccc2F)CC1,-1.9%[76.3 µM]
O=C(NCCN1CCN(C(=O)c2cccc(Br)c2)CC1)C(=O)NCc1ccccc1,-0.7%[76.3 µM]
Cc1ccc(-n2c(C)c(C)c3c(NCCN(C)C)ncnc32)cc1,-1.6%
CCCN(C(=O)CSc1nnnn1-c1ccccc1OC)C1CCS(=O)(=O)C1 (centres undefined),-0.9%[76.3 µM]
CC1Cc2cc(/C(O)=C3/C(=O)C(=O)N(CCCn4ccnc4)C3c3ccc(Br)cc3)ccc2O1 (centres undefined),1.8%[76.3 µM]
CCCOc1ccc(C2C(C(=O)c3cc4ccccc4o3)=C(O)C(=O)N2c2cc(C)on2)cc1OC (centres undefined),-26.9%[76.3 µM]
Cc1[nH]c2c(C)cccc2c(=O)c1CN1CCCCCC1,2.0%
O=C(NCC1CCCO1)c1nn2c(C(F)(F)F)cc(-c3cc(Br)cs3)nc2c1Br (centres undefined),-4.2%
COc1ccccc1OCCOc1ccc(/C=C2\C(=N)N3N=C(S(C)(=O)=O)SC3=NC2=O)cc1,-4.7%
C=CCNC(=O)NC(=O)Cn1c(=O)c2c(ncn2CC)n(Cc2ccccc2)c1=O,-3.2%
CC1CCN(C(=O)C2CCN(S(=O)(=O)c3ccc(-n4cnnn4)cc3)CC2)CC1,-4.0%
Cc1cccc(NC(=O)c2nc(S(=O)(=O)Cc3ccccc3)ncc2Cl)c1,-19.5%[76.3 µM]
COc1ccc(-c2cc(C(=O)OCc3ccccn3)c3ccccc3n2)cc1,-1.6%
O=[N+]([O-])c1ccccc1OCCCN1CCc2ccccc2C1,-0.1%[76.3 µM]
COc1ccc(S(=O)(=O)Nc2ccccc2C(=O)NCc2cccnc2)cc1,-0.4%
CCCCc1nnc(NC(=O)CCc2ccccc2)s1,-1.7%[76.3 µM]
CN(Cc1c(F)cccc1Cl)C(=O)c1cnc2ccccc2n1,-14.7%
COc1ccc(CCNS(=O)(=O)c2ccc(OC)c(OC)c2)cc1OC,-1.0%[76.3 µM]
O=C(c1cccc(NC2=NC3CS(=O)(=O)CC3S2)c1)N1CCN(c2cccc(Cl)c2)CC1 (centres undefined),-11.6%[76.3 µM]
NC(=O)C1CCN(C(=O)COc2ccc3ccc(=O)oc3c2)CC1,-7.1%[76.3 µM]
COc1ccc(CNCC(O)(c2ccccc2)c2ccccc2)cc1,5.7%
O=S(=O)(Nc1ccccc1Br)c1cccs1,-8.8%

# The final 3 compounds of the section before open the next one.
SMILES,GAA glycogen mod
NC(=O)C1CCN(C(=O)COc2ccc3ccc(=O)oc3c2)CC1,-7.1%[76.3 µM]
COc1ccc(CNCC(O)(c2ccccc2)c2ccccc2)cc1,5.7%
O=S(=O)(Nc1ccccc1Br)c1cccs1,-8.8%
Cc1ccsc1/C=N/Nc1ccc(C(=O)O)cc1,?
Cc1ccc(C)c(N(C(=O)CNC(=O)c2ccco2)C(C(=O)NC2CCCC2)c2ccncc2)c1 (centres undefined),6.8%
CCOc1ccc(NC(=O)c2ccc(S(=O)(=O)N3CCOCC3)cc2)cc1,6.9%[76.3 µM]
O=C(OCC(=O)N1CCCC1)c1c(Cl)ccc(Cl)c1Cl,0.3%
CC1SC(=S)N(c2ccc(N(C)C)cc2)C1=O (centres undefined),1.7%
CCOc1ccc(-n2nnnc2SCC(=O)Nc2ccc(NC(C)=O)cc2)cc1,-9.8%[76.3 µM]
COC1CCCN(Cc2c(C(=O)N3CCc4ccccc4C3)nc3ccc(Cl)cn23)C1 (centres undefined),-2.0%[76.3 µM]
Cc1cccc(OCC(=O)Nc2ccncc2)c1C,0.5%[76.3 µM]
Cc1ccc(-c2ccc(C(=O)NCCCNC(=O)c3cnccn3)o2)cc1Cl,0.7%
CCC(C(=O)O)n1c2ccccc2c2cn[nH]c(=O)c21 (centres undefined),3.5%
CC(C)c1ccc(CCNC(=O)c2cccc(S(=O)(=O)N3CCN(C)CC3)c2)cc1,-0.8%[76.3 µM]
CCOC(=O)c1cnc2ccc(C)cc2c1NCCN1CCOCC1,-3.1%
CCC(=O)c1ccc(OCC(=O)OCC(=O)c2cc(C)n(C)c2C)cc1,3.3%[76.3 µM]
COc1ccc(NC(=O)NC2(C(=O)N3CCN(C)CC3)CCCCC2)cc1,2.8%
Cn1c(SCC(=O)Nc2ccccc2F)nc2c(c1=O)SCC2,1.2%[76.3 µM]
Cc1c(C(=O)OCC(=O)N2CCCC2)cccc1[N+](=O)[O-],-0.1%[76.3 µM]
Cc1ccc(-n2nnnc2SCC(=O)NC2CC2)cc1C,-1.8%[76.3 µM]
COc1ccc2oc(=O)c(C(=O)NCc3ccc(F)cc3)cc2c1,1.7%[76.3 µM]
O=C1C(=O)N(c2ccccn2)C(c2cccc([N+](=O)[O-])c2)/C1=C(/O)c1ccc(Br)cc1 (centres undefined),-5.2%[76.3 µM]
O=C(NC(=S)NC1CCSC1=O)c1cccc([N+](=O)[O-])c1 (centres undefined),-1.3%[76.3 µM]

# These rows are one share of the data; rates above refer to the full screens.
